EPAC1 antag: blocks human EPAC1 exchange factor | O95398 | EPAC1 GEF assay, Rap1b-BODIPY-GDP exchange fluorescence | Potency, µM (highest dose often 115 µM), inactives show at the highest dose activity change, negative = inhibition, hits mostly inhibitors | 360,000 compounds, 0.14% hits | AID 720709;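 also: potency is read from the fitted curve at half-maximal effect; plate controls were vehicle for no effect and positive control for full effect; nearly all actives have a fitted effect of over 50% in size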
Abeta yeast res: restores growth of yeast expressing A-beta42 peptide. yeast expressing A-beta42, growth rescue, OD600, 48 h; response scale: 0% DMSO, 100% iron-clioquinol control. Potency, µM (series often up to 46.1 µM), for the others: at the top dose growth rescue, actives largely listed as activators. 410,000 compounds, 0.063% hits; also: potency is read from the fitted curve at half-maximal effect; nearly all actives have a fitted effect of over 55% in size
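Yeast A-beta toxicity model in growth medium with pinned compounds, 48 h at 30 C; growth read as absorbance at 600 nm. Normalized to FeCl3/clioquinol equimolar mix (positive) and DMSO (negative).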
EPAC1 agonist: EPAC1 (human) agonism. O95398. EPAC1 agonist qHTS, biochemical assay; response scale: 100% = response to 6.5 mM cAMP. Potency, µM (top dose mostly 154 µM), without a hit: at the highest dose activation, most hits filed as activators. 360,000 compounds, 0.073% hits. AID 720707; also: potency is read from the fitted curve at half-maximal effect; nearly all actives have a fitted effect of over 60% in size
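Nucleotide exchange by EPAC1 (100 nM) on Rap1B–BODIPY-GDP (250 nM) in the presence of 50 uM GDP is tracked fluorescently at 480/540 nm over 30 min. Signals are normalized to a 6.5 mM cAMP control.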
PLK1 PBD block: blocks phosphopeptide binding to human PLK1 polo-box domain; Plk1 PBD binding of FITC phosphopeptide, fluorescence polarization; AID 720504; Potency, µM, inactives show max response, negative = inhibition, most hits filed as inhibitors; 360,000 compounds, 2.8% hits; P53350; also: potency is read from the fitted curve at half-maximal effect; series mostly up to about 57 µM; % is scaled to controls: 0 for no effect and ±100 for the full control effect; nearly all actives have a fitted effect of over 65% in size
Target sequence (P53350 whole entry, looked up, the tested form may be a part): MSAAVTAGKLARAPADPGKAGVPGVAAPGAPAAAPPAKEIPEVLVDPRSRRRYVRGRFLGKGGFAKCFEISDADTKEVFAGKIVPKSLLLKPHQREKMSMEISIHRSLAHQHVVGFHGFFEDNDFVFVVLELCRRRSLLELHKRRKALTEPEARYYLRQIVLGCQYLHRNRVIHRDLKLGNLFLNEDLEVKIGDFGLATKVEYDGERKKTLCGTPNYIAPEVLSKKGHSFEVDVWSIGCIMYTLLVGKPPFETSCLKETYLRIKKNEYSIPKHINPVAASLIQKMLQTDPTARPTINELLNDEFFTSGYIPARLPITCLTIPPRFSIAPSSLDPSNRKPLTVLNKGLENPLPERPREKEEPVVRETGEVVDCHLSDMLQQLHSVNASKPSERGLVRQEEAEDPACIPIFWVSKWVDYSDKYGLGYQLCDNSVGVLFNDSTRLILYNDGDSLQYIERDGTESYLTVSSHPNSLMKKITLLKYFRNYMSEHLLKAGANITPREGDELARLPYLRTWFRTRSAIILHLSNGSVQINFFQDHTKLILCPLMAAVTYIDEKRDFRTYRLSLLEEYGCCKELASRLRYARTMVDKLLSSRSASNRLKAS
WRN inhibitor: inhibitors of human WRN helicase; Q14191; WRN helicase unwinding, fluorescent forked duplex, kinetic; Potency, µM (top dose mostly 114 µM), inactives show top-dose activity change, negative = inhibition, usual class: inhibitors; 360,000 compounds, 0.46% hits; AID 651768; also: potency is read from the fitted curve at half-maximal effect; % is scaled to controls: 0 for no effect and ±100 for the full control effect; nearly all actives have a fitted effect of over 55% in size
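Enzyme (20 nM final) and test compound sit together 15 min at room temperature before substrate addition. Substrate is a single-forked duplex oligonucleotide (100 nM) labelled with fluorophore and quencher, with 2 mM ATP; helicase unwinding raises red fluorescence, read kinetically.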
IL-2 act: IL-2 activation; IL-2 activation reporter assay, cell-based qHTS; stimulated with anti-CD3/CD4/CD28 beads; in transgenic mouse T cells; activation, % (series mostly up to about 46 µM); 360,000 compounds, 0.065% hits; AID 652025; in the data active = activation above about 50%; inconclusive = mostly about 30% to 49%; also: 0% is about no effect
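Unstimulated transgenic mouse T cells; 60-min compound exposure; bead-based TCR/CD4/CD28 stimulation; 18 h culture, 37 degrees C; dual fluorescence (EGFP, DsRed) plate cytometry.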
FUS suppressor: rescues growth of FUS-expressing yeast. AID 1347120. 390,000 compounds, 0.24% hits. Potency, µM (highest dose often 76.6 µM), for the others: at the top dose growth rescue (activation), most hits filed as activators. S. cerevisiae FUS-expressing, growth rescue, OD600, 24 h;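 also: potency is read from the fitted curve at half-maximal effect; plate controls were DMSO vehicle for no effect and reference control for full effect; nearly all actives have a fitted effect of over 55% in size; some results filed as inactive show a strong effect at the top dose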
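Compound concentration series was pinned onto galactose-induced FUS-expressing yeast seeded at OD 0.005. Plates sat 24hr at 30C; absorbance at 600 nm gave growth. DMSO served as background control.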
PI5P4K alpha inh: inhibitors of human PI5P4K alpha; max response, %; PI5P4Kalpha enzyme, ADP-Glo luminescence, 60 min; hits give low values; 330,000 compounds, 1.2% hits; AID 652105; active = max response of -50% or lower; inconclusive = between -30% and -50%; inactive = -30% or higher; also: value at the top dose of about 77 µM; % is scaled to controls: 0 for no effect and ±100 for the full control effect
Target sequence (P48426 whole entry, looked up): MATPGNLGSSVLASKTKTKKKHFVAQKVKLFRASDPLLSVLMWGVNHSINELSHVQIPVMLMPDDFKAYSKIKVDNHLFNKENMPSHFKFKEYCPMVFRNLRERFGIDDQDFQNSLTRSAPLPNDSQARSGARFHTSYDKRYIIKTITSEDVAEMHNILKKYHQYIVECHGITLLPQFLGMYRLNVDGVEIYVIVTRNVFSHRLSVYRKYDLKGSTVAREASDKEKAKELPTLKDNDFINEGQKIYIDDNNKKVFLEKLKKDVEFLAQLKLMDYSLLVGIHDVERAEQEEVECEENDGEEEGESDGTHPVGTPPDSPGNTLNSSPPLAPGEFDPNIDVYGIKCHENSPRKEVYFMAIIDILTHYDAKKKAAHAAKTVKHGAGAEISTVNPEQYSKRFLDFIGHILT
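ADP-Glo luminescence end-point after a 60 min room-temperature kinase reaction. PI5P4Kalpha and substrate in HEPES pH 7.4 buffer with EGTA, 0.1% CHAPS and 5% DMSO; ATP at 5 microM final.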
Starred values were filed as active, the others as inactive; [ ] = dose if it differs, or a comment. Unless noted, calls follow the shape of the dose curve; as a rule, active = well fitted curve in the direction sought with a large enough effect; inconclusive = small, poorly fitted or top-dose-only effect, or another doubt; inactive = no such curve, though single readings can be large; an effect the other way counts as inactive or inconclusive. Hits appear at their usual frequency. Share with any hit: about 4.1%.

What do the screens show for `COCCNc1nnc(SCC(=O)c2cc(C)n(C3CC3)c2C)s1`?
EPAC1 antag: 2%; Abeta yeast res: 1%; EPAC1 agonist: 12%; PLK1 PBD block: -16%; WRN inhibitor: 5%; IL-2 act: 0.1; FUS suppressor: -49%; PI5P4K alpha inh: -1

How did Cc1cccc(C)c1NC(=O)C(CCc1ccccc1)n1c(=O)c(-c2ccccc2)nc2ccccc21 (stereo unspecified) do in these assays?
EPAC1 antag: 1%; Abeta yeast res: 9%; EPAC1 agonist: 4%; PLK1 PBD block: -19%; WRN inhibitor: -11%; IL-2 act: -0.9; FUS suppressor: 27%; PI5P4K alpha inh: -2

How did CCOC(=O)C1C(c2cc(OC)c(OC)c(OC)c2)NC(=S)NC1(O)C(F)(F)F (stereo unspecified) do in these assays?
EPAC1 antag: -2%; Abeta yeast res: 20%; EPAC1 agonist: -18%; PLK1 PBD block: -27%; WRN inhibitor: -1%; IL-2 act: -2.0; FUS suppressor: 5%; PI5P4K alpha inh: -6

What do the screens show for `CCN(CC)C(=O)C(=O)c1cc(C)n(-c2ccc(F)cc2)c1C`?
EPAC1 antag: -1%; Abeta yeast res: -4%; EPAC1 agonist: 5%; PLK1 PBD block: -5%; WRN inhibitor: -25%[57.1 µM]; IL-2 act: 0.3; FUS suppressor: 11%; PI5P4K alpha inh: 1

How did CC(=O)Nc1ccc(Nc2c([N+](=O)[O-])cc(S(C)(=O)=O)cc2[N+](=O)[O-])cc1 do in these assays?
EPAC1 antag: -23%; Abeta yeast res: -20%; EPAC1 agonist: -2%; PLK1 PBD block: -17%; WRN inhibitor: -3%; IL-2 act: -3.1; FUS suppressor: 29%; PI5P4K alpha inh: -24

Results for CCOC(=O)C1CCN(S(=O)(=O)c2cccc(-c3csc(C)n3)c2)CC1 ?
EPAC1 antag: -10%; Abeta yeast res: -16%; EPAC1 agonist: 3%; PLK1 PBD block: inconclusive; WRN inhibitor: -1%; IL-2 act: 0.4; FUS suppressor: 21%; PI5P4K alpha inh: -3

How did O=S1(=O)CC(N2CCN(CCO)CC2)CN1C1CCCC1 (stereo unspecified) do in these assays?
EPAC1 antag: -11%; Abeta yeast res: 1%; EPAC1 agonist: 6%; PLK1 PBD block: 4%; WRN inhibitor: -5%; IL-2 act: -0.7; FUS suppressor: -6%; PI5P4K alpha inh: 3

How did O=C(COc1ccc(Br)cc1CO)Nc1ccc(F)cc1 do in these assays?
EPAC1 antag: 12%; Abeta yeast res: -8%; EPAC1 agonist: 4%; PLK1 PBD block: -4%; WRN inhibitor: 7%; IL-2 act: -0.1; FUS suppressor: 2%; PI5P4K alpha inh: 1

What do the screens show for `Cc1ccc(NC(=S)NNC(=S)Nc2cccc(C(F)(F)F)c2)cc1`?
EPAC1 antag: 1%; Abeta yeast res: inconclusive; EPAC1 agonist: -14%; PLK1 PBD block: 19µM*; WRN inhibitor: 3%; IL-2 act: -3.8; FUS suppressor: 9%; PI5P4K alpha inh: -29

Results for Cc1ccc(S(=O)(=O)N2CCN(C(=O)CSc3ccc(Cl)cc3)CC2)cc1 ?
EPAC1 antag: -13%; Abeta yeast res: -6%; EPAC1 agonist: 9%; PLK1 PBD block: -15%; WRN inhibitor: -5%[57.1 µM]; IL-2 act: -0.6; FUS suppressor: -9%; PI5P4K alpha inh: 3

What do the screens show for `C[C@@H]1COc2cc(N3CCSCC3)ccc2S(=O)(=O)N1`?
EPAC1 antag: -2%; Abeta yeast res: 4%; EPAC1 agonist: 3%; PLK1 PBD block: 2%; WRN inhibitor: 0%; IL-2 act: 3.0; FUS suppressor: -14%; PI5P4K alpha inh: 0

What do the screens show for `Cc1ccc[n+](C(C)C(=O)Nc2ccc([N+](=O)[O-])cc2C)c1` (stereo unspecified)?
EPAC1 antag: -4%; Abeta yeast res: 4%; EPAC1 agonist: 6%; PLK1 PBD block: 5%; WRN inhibitor: 1%[57.1 µM]; IL-2 act: -0.2; FUS suppressor: 14%; PI5P4K alpha inh: 0

What do the screens show for `COc1cc2cc(C(c3nnnn3Cc3ccc(F)cc3)N3CCCCCC3)c(=O)[nH]c2cc1OC` (stereo unspecified)?
EPAC1 antag: -8%; Abeta yeast res: -10%; EPAC1 agonist: 11%; PLK1 PBD block: -14%; WRN inhibitor: -12%; IL-2 act: -0.6; FUS suppressor: 19%

Results for CC(=O)C1=C(O)C(=O)N(c2ccc(S(N)(=O)=O)cc2)C1c1cccc([N+](=O)[O-])c1 (stereo unspecified) ?
EPAC1 antag: -23%; Abeta yeast res: 12%; EPAC1 agonist: 9%; PLK1 PBD block: 27µM*; WRN inhibitor: 9%; IL-2 act: 2.1; FUS suppressor: 4%; PI5P4K alpha inh: -11

What do the screens show for `CC1CC2=C(C(=O)O1)C(c1ccc(Cl)cc1)Nc1ccccc1N2` (stereo unspecified)?
EPAC1 antag: -6%; Abeta yeast res: -8%; EPAC1 agonist: -6%; PLK1 PBD block: -19%; WRN inhibitor: -17%; IL-2 act: -2.4; FUS suppressor: 18%; PI5P4K alpha inh: 6

Results for COc1ccc(CC(N)c2csc(NC(=O)Nc3ccccc3Cc3ccccc3)n2)cc1 (stereo unspecified) ?
EPAC1 antag: 2%; Abeta yeast res: 0%; EPAC1 agonist: 5%; PLK1 PBD block: -18%; WRN inhibitor: -2%; IL-2 act: -0.9; FUS suppressor: 41%; PI5P4K alpha inh: 5

What do the screens show for `CCN(CC(=O)Nc1ccc(OC)cc1)C(=O)CSCC(=O)Nc1ccc(C)cc1`?
EPAC1 antag: -15%; Abeta yeast res: 2%; EPAC1 agonist: 3%; PLK1 PBD block: -7%; WRN inhibitor: 2%; IL-2 act: -0.2; PI5P4K alpha inh: -3

What do the screens show for `Cc1cc(C(=O)Nc2nccs2)c2cc(F)ccc2n1`?
EPAC1 antag: -24%; Abeta yeast res: 8%; EPAC1 agonist: -1%; PLK1 PBD block: 1%; WRN inhibitor: -16%; IL-2 act: -0.6; FUS suppressor: 16%; PI5P4K alpha inh: -2

How did CC(CCc1ccccc1)NC(=O)CCC1CCCC1 (stereo unspecified) do in these assays?
EPAC1 antag: 4%; Abeta yeast res: 8%; EPAC1 agonist: -8%; PLK1 PBD block: -4%; WRN inhibitor: -4%; IL-2 act: 0.3; FUS suppressor: 13%; PI5P4K alpha inh: -7

Results for COc1ccccc1CNS(=O)(=O)CC12CCC(CC1=O)C2(C)C (stereo unspecified) ?
EPAC1 antag: 15%; Abeta yeast res: -4%; EPAC1 agonist: 9%; PLK1 PBD block: -6%; WRN inhibitor: -2%; IL-2 act: 2.0; FUS suppressor: 8%; PI5P4K alpha inh: 2

Next section; it opens with the 2 that closed the last part.
How did CC(CCc1ccccc1)NC(=O)CCC1CCCC1 (stereo unspecified) do in these assays?
EPAC1 antag: 4%; Abeta yeast res: 8%; EPAC1 agonist: -8%; PLK1 PBD block: -4%; WRN inhibitor: -4%; IL-2 act: 0.3; FUS suppressor: 13%; PI5P4K alpha inh: -7

Results for COc1ccccc1CNS(=O)(=O)CC12CCC(CC1=O)C2(C)C (stereo unspecified) ?
EPAC1 antag: 15%; Abeta yeast res: -4%; EPAC1 agonist: 9%; PLK1 PBD block: -6%; WRN inhibitor: -2%; IL-2 act: 2.0; FUS suppressor: 8%; PI5P4K alpha inh: 2

Results for CCS(=O)(=O)c1ccc(C(=O)NC)c(Cl)c1Cl ?
EPAC1 antag: -2%; Abeta yeast res: 2%; EPAC1 agonist: 12%; PLK1 PBD block: -1%; WRN inhibitor: 4%; IL-2 act: -0.8; FUS suppressor: -11%; PI5P4K alpha inh: -4

How did CCOc1ccc(CN(Cc2ccco2)C(c2cccs2)c2nnnn2C(C)(C)C)cc1 (stereo unspecified) do in these assays?
EPAC1 antag: -19%; Abeta yeast res: 17%; EPAC1 agonist: 4%; PLK1 PBD block: 1%; WRN inhibitor: 0%; IL-2 act: -0.4; FUS suppressor: 5%; PI5P4K alpha inh: -1

Results for O=C(NCCCn1ccnc1)c1cc(Br)c(Br)s1 ?
EPAC1 antag: 11%; Abeta yeast res: 2%; EPAC1 agonist: 12%; PLK1 PBD block: -3%; WRN inhibitor: -1%; IL-2 act: -0.8; FUS suppressor: -9%; PI5P4K alpha inh: 7

Results for CCOCCCNC(=O)c1ccc2c(c1)ncn2C1CCCC1 ?
EPAC1 antag: 2%; Abeta yeast res: 1%; EPAC1 agonist: -1%; PLK1 PBD block: -1%; WRN inhibitor: -1%[57.1 µM]; IL-2 act: -2.1; FUS suppressor: -12%

What do the screens show for `COC(=O)[C@@]1(C)[C@H]2C(=O)N(Cc3ccccc3)C(=O)[C@H]2[C@H]2CN=C(SCc3ccccc3)N21`?
EPAC1 antag: -24%; Abeta yeast res: -2%; EPAC1 agonist: -8%; PLK1 PBD block: -18%; WRN inhibitor: 1%; IL-2 act: 0.9; FUS suppressor: 7%; PI5P4K alpha inh: -2

Results for Cc1cccc(CN2CCC(CNC(=O)CCNC(=O)Cn3ccc4ccccc4c3=O)CC2)c1 ?
EPAC1 antag: -22%; Abeta yeast res: -18%; EPAC1 agonist: 13%; PLK1 PBD block: inconclusive; WRN inhibitor: 6%; IL-2 act: -3.4; FUS suppressor: 6%; PI5P4K alpha inh: 2

Results for COc1ccc(OC)c(N2C(N)=C(C#N)C(c3ccc(OC)c(O)c3)C3=C2CC(C)(C)CC3=O)c1 (stereo unspecified) ?
EPAC1 antag: 8%; Abeta yeast res: 6%; EPAC1 agonist: 0%; PLK1 PBD block: -1%; WRN inhibitor: 5%; IL-2 act: -3.1; FUS suppressor: -11%; PI5P4K alpha inh: -3

Results for COc1ccc(CCNC(=O)C(C)Sc2ccc(C)cc2)cc1OC (stereo unspecified) ?
EPAC1 antag: -8%; Abeta yeast res: 18%; EPAC1 agonist: 2%; PLK1 PBD block: -4%; WRN inhibitor: 9%; IL-2 act: -2.1; FUS suppressor: 12%; PI5P4K alpha inh: -2

How did O=C(CCSc1nc(-c2ccco2)cc(C(F)(F)F)n1)NCC1CCCO1 (stereo unspecified) do in these assays?
EPAC1 antag: 5%; Abeta yeast res: -14%; EPAC1 agonist: -8%; PLK1 PBD block: -13%; WRN inhibitor: 3%; IL-2 act: 0.5; FUS suppressor: 32%; PI5P4K alpha inh: -6

How did CCNC(=O)c1ccc2c(c1)C1C3CCC(C3)C1C(c1ccccc1)N2 (stereo unspecified) do in these assays?
EPAC1 antag: -6%; Abeta yeast res: -31%[inhibitor]; EPAC1 agonist: 0%; PLK1 PBD block: 1%; WRN inhibitor: -9%; IL-2 act: -0.6; PI5P4K alpha inh: 6

Screening results from PubChem BioAssay.
